MPTP inh – permeability transition pore inhibition. isolated mouse mitochondria, Ca2+ swelling absorbance, 30 min. inhibition, % at 10 µM. 360,000 compounds, 1.4% hits;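 active means inhibition of 50% or more, scaled per plate between neutral and stimulator controls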;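 further: 0% = DMSO wells given calcium and 100% = 1 mM EGTA wells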
SENP6 inh – blocks the human protease SENP6; Q9GZR1; Recombinant SENP6 catalytic domain, aminoluciferin luminescence; inhibition, % at 10 µM; 330,000 compounds, 1.8% hits; AID 2599;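 active means inhibition above about 50% at the single tested dose, limit read from the data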;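 further: plate controls were DMSO wells with enzyme for no effect and DMSO wells lacking enzyme for full effect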
Target sequence (Q9GZR1 628-1112 limits assumed): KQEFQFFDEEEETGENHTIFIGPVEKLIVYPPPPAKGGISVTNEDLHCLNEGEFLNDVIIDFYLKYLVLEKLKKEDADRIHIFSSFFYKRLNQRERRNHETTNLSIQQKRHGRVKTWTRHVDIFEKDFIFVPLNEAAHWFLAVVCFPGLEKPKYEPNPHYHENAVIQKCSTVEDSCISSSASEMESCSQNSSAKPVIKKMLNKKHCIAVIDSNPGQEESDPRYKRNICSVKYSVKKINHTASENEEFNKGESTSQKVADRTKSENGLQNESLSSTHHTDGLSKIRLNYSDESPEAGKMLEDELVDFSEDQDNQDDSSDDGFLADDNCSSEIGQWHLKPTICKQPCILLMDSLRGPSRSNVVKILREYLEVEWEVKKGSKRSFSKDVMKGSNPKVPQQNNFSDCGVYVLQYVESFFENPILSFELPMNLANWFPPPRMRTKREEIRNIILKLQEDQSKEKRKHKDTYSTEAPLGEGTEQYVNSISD
hIAP activ – human IAP activation | purified human IAP, CDP-Star luminescence, 30 min; stronger effect = higher value; 1 = vehicle-only enzyme, 0 = enzyme-free background | AID 2524 | 330,000 compounds, 0.16% hits | activation factor at 10 µM | P09923;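 active means activation factor of the enzyme at least 2-fold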; further: the source names both 10 and 20 µM as test concentration; values of inactives mirror those of a sister screen read the other way
GRIN3A LBD mod – modulators (binders) of human NR3A ligand-binding domain; NR3A LBD differential scanning fluorimetry, Tm shift; 0% = protein alone, 100% = glycine-bound protein; Tm shift relative to glycine control, % at 25 µM; 340,000 compounds, 2.5% hits; AID 1259313;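 active means melting temperature shift of at least 10% of the positive control shift, at one fixed dose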
PfGluPho inh – PfG6PD (Plasmodium falciparum) enzyme inhibition; PfGluPho enzyme, NADPH resazurin-diaphorase fluorescence; AID 504690; inhibition, % at 20 µM; 350,000 compounds, 0.78% hits;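 active means inhibition reaching at least a set limit at 20 µM in the primary screen, cut at about 59% in these data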;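 further: 0% = DMSO wells with substrate and 100% = DMSO wells lacking glucose-6-phosphate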
SENP1 FRET inh – blocks the human SENP1 SUMO protease catalytic domain. Q9P0U3. inhibition, % at 10 µM. recombinant SENP1 catalytic domain, CyPet-SUMO1-YPet FRET cleavage. 360,000 compounds, 0.21% hits;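 active means inhibition at least 30% at 10 µM, raw YFP signal under a set limit, fluorescence ratio 0.5 to 1.5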;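 further: 0% = enzyme with DMSO and 100% = no enzyme wells; some results filed as inactive read as strong as hits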
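Test system: hSENP1 catalytic domain, recombinant; Amount: 20 pM final SENP1 enzyme; Medium: Tris pH 8 buffer plus EDTA, NaCl, BME, BSA, NP40, catalase; Schedule: 50 min enzyme reaction, room temperature, light-protected; Technique: FRET fluorescence in CFP and YFP emission channels; Controls: no-enzyme wells low, DMSO-plus-enzyme wells high control.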
ATG4B inh – inhibitors of human ATG4B cysteine protease | Q9Y4P1 | ATG4B cleavage of LC3-PLA2, NBD-HPC fluorescence, 1 h | inhibition, % at 8.33 µM | 340,000 compounds, 0.51% hits | AID 504462; in the data active means inhibition above about 40%
Target sequence (Q9Y4P1 whole entry, looked up): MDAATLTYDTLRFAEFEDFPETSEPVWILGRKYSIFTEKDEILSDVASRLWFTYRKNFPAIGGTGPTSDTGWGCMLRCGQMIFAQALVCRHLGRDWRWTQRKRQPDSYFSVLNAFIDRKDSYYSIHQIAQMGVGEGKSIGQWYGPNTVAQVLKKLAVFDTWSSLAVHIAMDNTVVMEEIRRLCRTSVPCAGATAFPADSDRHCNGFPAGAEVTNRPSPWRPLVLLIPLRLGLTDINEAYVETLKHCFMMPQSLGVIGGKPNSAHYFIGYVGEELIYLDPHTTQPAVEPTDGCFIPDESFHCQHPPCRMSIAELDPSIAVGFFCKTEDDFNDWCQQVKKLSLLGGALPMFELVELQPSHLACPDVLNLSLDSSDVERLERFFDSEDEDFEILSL
SENP8 inh – inhibitors of human SENP8 protease; Q96LD8; recombinant SENP8, Nedd8 substrate fluorescence; inhibition, % at 20 µM; 360,000 compounds, 0.64% hits; in the data active means inhibition mostly above about 40%, no sharp cut-off; inactive means mostly below about 27%
Starred values were filed as active, the others as inactive; i = inactive; . = not tested or not shown.

SMILES | MPTP inh | SENP6 inh | hIAP activ | GRIN3A LBD mod | PfGluPho inh | SENP1 FRET inh | ATG4B inh | SENP8 inh
C=CCNC(=O)c1onc(CSc2ccc(F)cc2)c1C(=O)NCC=C | -0.4 | 0 | 0.88 | 2 | -3 | 2 | -4 | 16
CCOC(=O)C[C@H]1c2cc(F)ccc2S(=O)(=O)N1C(C)(C)C | 0.0 | -6 | 1 | 1 | -11 | 3 | -3 | 22
CN(C)c1ccc(-c2nnn(CC(=O)Nc3ccccc3N3CCOCC3)n2)cc1 | 0.5 | 5 | 1 | -4 | 15 | 4 | -7 | -11
CS(=O)(=O)N(CC(=O)NCc1ccco1)c1ccc2c(c1)OCO2 | 0.7 | -12 | 1.1 | 1 | 5 | 1 | -8 | 8
O=C(CCS(=O)(=O)c1cccc2nonc12)Nc1cccc2c1CCCC2 | -1.0 | -9 | 0.87 | -1 | -7 | -7 | -7 | 17
CC(=O)c1ccc(-n2c(=O)[nH]c(=O)c3c(N)c(C(=O)c4ccc(Cl)cc4)sc32)cc1 | 3.7 | -6 | 1.1 | 0 | 20 | -5 | -1 | -12
Cc1ccccc1C(=O)N(C)Cc1ccccc1 | -0.6 | -3 | 1.1 | 0 | -5 | 0 | -1 | 1
O=C1CC2CS(=O)(=O)CC2N1C1CCCCC1 (stereo not drawn) | -0.6 | 12 | 1.3 | -2 | -14 | 0 | 7 | 5
CC1CCCC(NC(=O)COC(=O)COc2cccc(F)c2)C1C (stereo not drawn) | -0.6 | -4 | 1 | 0 | -1 | 4 | -7 | 9
COc1ccc(C(O)c2nc3ccccc3n2C(C)C)cc1 (stereo not drawn) | 2.8 | -4 | 1.3 | 0 | -14 | 3 | 1 | 12
CC(C)NS(=O)(=O)c1ccc(CCC(=O)N2CCCCC2)cc1 | -0.6 | -12 | 1 | 0 | -5 | 1 | -5 | -1
CC1CCCN(S(=O)(=O)c2cc3c4c(c2)C(C)C(=O)N4CCC3)C1 (stereo not drawn) | -0.8 | -4 | 1.1 | 2 | 9 | -9 | -6 | 2
CN(CCOc1ccc(-c2ccn(S(=O)(=O)c3c(Cl)cccc3Cl)n2)cc1)c1ccccn1 | 0.5 | 7 | 1 | 2 | 2 | 0 | -2 | 11
O=C(CCC(=O)Nc1nnc(C2CCCCC2)s1)Nc1ccc(F)cc1 | -1.5 | 9 | 0.89 | -3 | 0 | -1 | 3 | -2
CC(C)(C)C(=O)NCC12C=CC(O1)C1C(=O)N(c3ccccc3)C(=O)C12 (stereo not drawn) | -0.3 | -5 | 1.1 | 2 | 9 | 2 | 5 | 2
Cn1c(=S)c2[nH]c(SCc3cccnc3)nc2n(C)c1=O | -1.1 | . | . | -2 | 18 | 3 | 9 | -67
Cc1c(C(=O)N/N=C/c2cccc(O)c2)nnn1-c1nonc1N | -2.6 | 4 | 0.85 | 12* | 14 | 3 | -14 | 1
CC1CCC(NCCNC(=O)c2ccco2)CC1 (stereo not drawn) | -1.1 | -15 | 0.99 | 1 | 6 | -1 | 5 | 7
Cc1cc(=O)[nH]c(Nc2c(C)n(C)n(-c3ccccc3)c2=O)n1 | 2.3 | -4 | 1.1 | 0 | -4 | 1 | 0 | 13
Oc1ccc(-c2csc(NCc3ccco3)n2)cc1 | 1.2 | -17 | 1.1 | -1 | 7 | -1 | -12 | 5
CCCCOc1ccc(OCCCC)c2c1NC1(N2)C(=O)N(C(C)=O)c2ccccc21 | 4.3 | 3 | 1 | 13* | 2 | 45* | -2 | 23
NNC(=O)C12CC3CC(C1)CC(n1ncnn1)(C3)C2 | -0.5 | -2 | 1 | 0 | -2 | 3 | -11 | 9
Cc1sc2ncnc(SC(C)C#N)c2c1C (stereo not drawn) | 3.5 | -20 | 0.78 | 1 | -8 | -1 | 16 | -5
CCOc1ccc(C(=O)OCC(=O)N2CCCC2)cc1OCC | -0.7 | -7 | 0.97 | -1 | -8 | 3 | 4 | 12
O=C(NCC1CCCO1)c1ccc2c(c1)N(Cc1ccc(Cl)cc1)CCS2 (stereo not drawn) | 1.2 | . | . | . | 45 | 0 | . | i
C[C@H]1CN([C@@H](C)CO)C(=O)CCCn2cc(nn2)CO[C@@H]1CN(C)C(=O)Nc1ccc2c(c1)OCO2 | -2.1 | . | . | . | 10 | 0 | . | 10
O=C(NCc1cccs1)C1(S(=O)(=O)c2ccccc2)CC=CC1 | 0.2 | -2 | 1 | 1 | 15 | 0 | -1 | 13
CC(C)/C(=N/Nc1ccccc1[N+](=O)[O-])c1ccccc1 | -2.2 | -11 | 0.96 | 1 | -11 | 6 | 1 | 33
CC(C)c1nc2cc3ccccc3cc2[nH]1 | -0.7 | -6 | 0.88 | -3 | -2 | 1 | -10 | -35
Cc1noc(C)c1COc1cccc(C(=O)OCC(=O)N2CC(=O)Nc3ccccc32)c1 | 0.8 | -10 | 1.4 | 1 | 1 | 0 | -8 | 20
COc1ccc(C)cc1S(=O)(=O)Nc1ccc2c(c1)OCO2 | -1.3 | -15 | 0.93 | -2 | 3 | 0 | -10 | 11
COc1ccc(OC)c(NC(=O)C23CCC(C)(C(=O)O2)C3(C)C)c1 (stereo not drawn) | 4.0 | -1 | 0.77 | 1 | -17 | 2 | 10 | 18
CC(C)N(C(=O)[C@H]1C[C@H](CC(=O)NCC23CC4CC(CC(C4)C2)C3)C(=O)N2CCc3c([nH]c4cc(-c5ccco5)ccc34)[C@]12C)C(C)C | -0.9 | . | . | 3 | 36 | -3 | -5 | -309
COc1ccc2cc(Br)ccc2c1CC(=O)NCCCN1CCOCC1 | 2.5 | -7 | 0.89 | -4 | -4 | 1 | 0 | 16
COC(=O)/C=C1\SC(N2CCOCC2)=C(c2ccc(OC)cc2)C1=O | -3.1 | 4 | 0.87 | 0 | 28 | 0 | 3 | 10
COCCCNC(=O)c1cn(C)c(=O)c2c1c1ccccc1n2C | -0.9 | 5 | 0.96 | 1 | 5 | 1 | 2 | -281
Cc1ccc(CCNC(=O)CCS(=O)(=O)c2ccc3nc(C)sc3c2)cc1 | -1.7 | -17 | 0.88 | -3 | 17 | -2 | -2 | 12
C[C@]12CCC(O)CC1=CCC1C2CC[C@]2(C)/C(=N\NC(N)=S)CCC12 (stereo partly drawn) | 1.0 | -9 | 1.1 | -2 | -5 | 3 | 4 | 8
O=C(O)C1C2CCC(O2)C1C(=O)Nc1ccc(Br)cc1F (stereo not drawn) | -0.9 | . | . | -5 | 12 | 1 | -2 | 20
O=C(CCl)N(Cc1cc(=O)[nH]c2ccccc12)c1ccccc1 | -0.1 | 4 | 1 | 5 | 14 | 1 | 16 | -14
Cc1cc(C)n2nc(SCC(=O)N(CC(C)C)c3c(N)n(CC(C)C)c(=O)[nH]c3=O)nc2n1 | -0.5 | -13 | 0.91 | -1 | 7 | 1 | 4 | 19
CC(C)[C@@H](C(=O)N1CCN(C(=O)OC(C)(C)C)CC1)n1cc(CCO)nn1 | -1.3 | -8 | 0.98 | 4 | 2 | 1 | -1 | 18
Cc1ccccc1NC(=O)CN1CCC(n2nnc3ccccc32)CC1 | 0.8 | -2 | 0.88 | 0 | -23 | 1 | -13 | 16
NCCCC(=O)N1c2ccccc2Sc2ccc(Cl)cc21 | -1.4 | -3 | 0.87 | 0 | 15 | 0 | -6 | 10
CC(C)[C@H](NC(=O)c1ccccc1)C(=O)NCCc1ccccc1 | 0.2 | -11 | 1.3 | -1 | 0 | 2 | -5 | 13
CC(Oc1ccc(Cl)cc1Cl)C(=O)/C=C/N(C)C (stereo not drawn) | 3.2 | 2 | 1 | 0 | -3 | -40 | 18 | 6
CCOc1cccc(=O)c2c(C)n(CC3CCCO3)c(C)c12 (stereo not drawn) | 1.9 | 11 | 0.88 | 0 | 7 | 25 | 1 | 16
O=C(COC(=O)CSc1cc(Cl)ccc1Cl)Nc1ncc(C(F)(F)F)cc1Cl | -0.9 | . | . | -8 | -10 | 3 | 5 | 6
C=C(C)Cn1c(CCNC(=O)C(C)(C)C)nc2ccccc21 | -2.0 | -8 | 0.8 | -2 | -4 | -1 | 3 | 5
COc1ccc(-c2nc(N)n(C(=O)Cc3ccccc3)n2)cc1 | 1.1 | -16 | 0.91 | 5 | 8 | 1 | -17 | 25
CCCc1cc(=O)n2[nH]c(-c3cccc(Br)c3)cc2n1 | 3.4 | -2 | 1.2 | -6 | -1 | 1 | 5 | -44
COc1cc(-c2nnc(SCC(=O)N(Cc3ccccc3)C(C)(C)C)o2)cc(OC)c1OC | 1.1 | 7 | 0.97 | 1 | 7 | 5 | 0 | 1
Cc1ccc(C(=O)OCn2ncc(Cl)c(Cl)c2=O)cc1 | 0.0 | 4 | 0.92 | -1 | -7 | 3 | 2 | 7
CCCCNC(=O)Cn1cnc2c(cnn2-c2ccc(C)c(C)c2)c1=O | -0.2 | -13 | 1 | -1 | -15 | 3 | -14 | 5
CCOC(=O)c1cnn(-c2cc(C)c3ccccc3n2)c1N | -1.9 | 11 | 1 | 4 | 9 | 1 | 1 | 16
CCOc1ccc(N(CC(=O)NC(C)(C)C)C(=O)c2ccco2)cc1 | -0.8 | 2 | 0.92 | -1 | -8 | -1 | -10 | 19
O=S(=O)(c1cc(F)ccc1F)N1CCC2(CC1)OCCO2 | 0.6 | 4 | 1.1 | -1 | -8 | 0 | 4 | 13
O=C(Cn1cnc2cc([N+](=O)[O-])ccc2c1=O)NC(c1ccccc1)c1ccccc1 | 2.8 | -1 | 0.95 | -12 | 3 | -31 | -15 | -74

Some of the entries so far, tab-delimited:
Molecule	MPTP inh	SENP6 inh	hIAP activ	GRIN3A LBD mod	PfGluPho inh	SENP1 FRET inh	ATG4B inh	SENP8 inh
CCOc1cccc(=O)c2c(C)n(CC3CCCO3)c(C)c12 (stereo not drawn)	1.9	11	0.88	0	7	25	1	16
O=C(COC(=O)CSc1cc(Cl)ccc1Cl)Nc1ncc(C(F)(F)F)cc1Cl	-0.9	.	.	-8	-10	3	5	6
C=C(C)Cn1c(CCNC(=O)C(C)(C)C)nc2ccccc21	-2.0	-8	0.8	-2	-4	-1	3	5
COc1ccc(-c2nc(N)n(C(=O)Cc3ccccc3)n2)cc1	1.1	-16	0.91	5	8	1	-17	25
CCCc1cc(=O)n2[nH]c(-c3cccc(Br)c3)cc2n1	3.4	-2	1.2	-6	-1	1	5	-44
COc1cc(-c2nnc(SCC(=O)N(Cc3ccccc3)C(C)(C)C)o2)cc(OC)c1OC	1.1	7	0.97	1	7	5	0	1
Cc1ccc(C(=O)OCn2ncc(Cl)c(Cl)c2=O)cc1	0.0	4	0.92	-1	-7	3	2	7
CCCCNC(=O)Cn1cnc2c(cnn2-c2ccc(C)c(C)c2)c1=O	-0.2	-13	1	-1	-15	3	-14	5
CCOC(=O)c1cnn(-c2cc(C)c3ccccc3n2)c1N	-1.9	11	1	4	9	1	1	16
CCOc1ccc(N(CC(=O)NC(C)(C)C)C(=O)c2ccco2)cc1	-0.8	2	0.92	-1	-8	-1	-10	19
O=S(=O)(c1cc(F)ccc1F)N1CCC2(CC1)OCCO2	0.6	4	1.1	-1	-8	0	4	13
O=C(Cn1cnc2cc([N+](=O)[O-])ccc2c1=O)NC(c1ccccc1)c1ccccc1	2.8	-1	0.95	-12	3	-31	-15	-74

Assay outcomes as filed in PubChem.

An unsorted share of the library (roughly 6.7% active in at least one column).
